# NSD2 inh = blocks human NSD2 histone methyltransferase activity | O96028 | NSD2-SET H3K36me1 DELFIA fluorescence, biochemical | inhibition, % at 12.5 µM | 44,000 compounds, 0.07% hits | AID 624260; in the data active = inhibition above about 54%, passing the limit was not always enough;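 note: inhibitors reduce the monomethyl H3K36 fluorescence signal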
# Target sequence (O96028 whole entry, looked up): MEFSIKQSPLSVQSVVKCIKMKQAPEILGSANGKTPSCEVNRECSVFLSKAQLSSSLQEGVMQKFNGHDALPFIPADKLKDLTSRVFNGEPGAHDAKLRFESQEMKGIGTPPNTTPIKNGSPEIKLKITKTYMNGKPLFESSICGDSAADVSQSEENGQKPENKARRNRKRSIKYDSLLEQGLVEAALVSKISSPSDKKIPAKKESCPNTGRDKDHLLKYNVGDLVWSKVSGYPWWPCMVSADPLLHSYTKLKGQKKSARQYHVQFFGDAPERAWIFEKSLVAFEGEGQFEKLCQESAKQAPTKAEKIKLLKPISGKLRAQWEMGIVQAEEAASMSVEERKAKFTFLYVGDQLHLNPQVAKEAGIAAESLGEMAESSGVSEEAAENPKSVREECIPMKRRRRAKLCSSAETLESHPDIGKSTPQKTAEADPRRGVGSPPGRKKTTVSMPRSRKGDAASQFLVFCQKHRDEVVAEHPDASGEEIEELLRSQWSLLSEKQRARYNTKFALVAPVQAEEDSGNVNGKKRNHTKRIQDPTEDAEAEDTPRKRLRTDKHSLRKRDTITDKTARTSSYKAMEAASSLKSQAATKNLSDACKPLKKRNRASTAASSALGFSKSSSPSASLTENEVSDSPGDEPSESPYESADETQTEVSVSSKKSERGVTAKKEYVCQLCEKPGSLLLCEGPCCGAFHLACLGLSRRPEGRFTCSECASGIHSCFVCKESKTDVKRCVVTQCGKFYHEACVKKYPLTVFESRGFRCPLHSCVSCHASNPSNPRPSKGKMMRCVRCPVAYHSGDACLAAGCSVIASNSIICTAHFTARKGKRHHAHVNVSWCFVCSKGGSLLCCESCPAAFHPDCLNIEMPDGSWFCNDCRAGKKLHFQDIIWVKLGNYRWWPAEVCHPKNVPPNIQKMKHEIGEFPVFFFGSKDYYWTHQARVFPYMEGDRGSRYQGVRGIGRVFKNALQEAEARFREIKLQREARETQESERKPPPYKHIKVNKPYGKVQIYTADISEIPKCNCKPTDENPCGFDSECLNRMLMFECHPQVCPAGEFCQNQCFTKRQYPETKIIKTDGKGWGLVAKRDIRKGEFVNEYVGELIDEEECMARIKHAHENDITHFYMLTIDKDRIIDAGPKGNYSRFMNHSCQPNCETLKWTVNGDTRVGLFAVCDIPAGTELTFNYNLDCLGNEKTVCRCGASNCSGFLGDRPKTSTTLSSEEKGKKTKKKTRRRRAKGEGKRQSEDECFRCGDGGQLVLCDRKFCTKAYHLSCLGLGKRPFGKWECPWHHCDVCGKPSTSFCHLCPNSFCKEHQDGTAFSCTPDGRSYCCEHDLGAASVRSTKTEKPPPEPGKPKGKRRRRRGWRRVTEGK
# An asterisk follows results filed as active. These rows are one share of the data; rates above refer to the full screens.
SMILES,NSD2 inh
Cc1noc(C)c1NC(=O)Nc1ccc2c(c1)C(=O)N([C@@H](C)CO)C[C@@H](C)[C@H](CN(C)CC1CCCCC1)OCCCC[C@@H](C)O2,-0.6
COc1ccc(CN(C)C[C@@H]2Oc3ccc(NC(=O)Nc4ccc(OC)cc4)cc3CC(=O)N([C@H](C)CO)C[C@H]2C)cc1,-6.1
CNC[C@@H]1Oc2cc(C#CCOC)ccc2S(=O)(=O)N([C@@H](C)CO)C[C@@H]1C,4.3
CNC[C@@H]1Oc2ccc(NC(=O)Nc3ccc(F)cc3)cc2C(=O)N([C@H](C)CO)C[C@@H]1C,5.4
O=C(Nc1ccc2c(c1)[C@H]1C[C@@H](CC(=O)N3CCc4ccccc4C3)O[C@H](CO)[C@H]1O2)NC1CCCC1,1.1
O=C(O)c1cc(O)c2c(c1)C(=O)c1cccc(O)c1C2=O,-1.0
C/C(=C\CC(C)(C)CCC(=O)c1ccoc1)C(=O)O,1.0
C[C@@H]1CN([C@H](C)CO)S(=O)(=O)c2ccc(-c3cccnc3)cc2O[C@H]1CN(C)Cc1ccncc1,2.6
C[C@H]1CN([C@@H](C)CO)C(=O)Cc2cc(NC(=O)CCCCCC(=O)Nc3ccccc3N)ccc2O[C@H]1CN(C)C(=O)Nc1ccccc1,3.7
C[C@H](CO)N1C[C@H](C)[C@H](CN(C)Cc2ccccc2)Oc2ccc(NC(=O)Nc3cccc4ccccc34)cc2C1=O,-1.8
COc1ccc(S(=O)(=O)Nc2ccc3c(c2)C(=O)N([C@@H](C)CO)C[C@H](C)[C@H](CN(C)C(=O)NC(C)C)OCCCC[C@H](C)O3)cc1,2.7
C[C@@H]1CN([C@H](C)CO)S(=O)(=O)c2ccc(C#Cc3ccncc3)cc2O[C@@H]1CN(C)C,4.9
COc1ccc(CN(C)C[C@H]2Oc3ccc(NS(=O)(=O)c4ccc(C)cc4)cc3CC(=O)N([C@H](C)CO)C[C@H]2C)cc1,-2.3
O=C(C[C@H]1C=C[C@H](NC(=O)CCN2CCCCC2)[C@@H](CO)O1)NCc1ccc(Cl)c(Cl)c1,-22.7
C[C@@H]1CCCCO[C@H](CN(C)S(=O)(=O)c2cccs2)[C@H](C)CN([C@@H](C)CO)C(=O)c2cc(NS(=O)(=O)c3cccs3)ccc2O1,0.4
C[C@H]1CN([C@@H](C)CO)C(=O)c2cc(NC(=O)Cc3ccccc3)ccc2O[C@@H]1CN(C)Cc1ccc(Oc2ccccc2)cc1,1.0
CCCNC(=O)C[C@H]1C[C@@H]2c3cc(NS(=O)(=O)c4ccc(F)cc4)ccc3O[C@@H]2[C@@H](CO)O1,-54.2
C[C@@H]1CN([C@H](C)CO)C(=O)c2cc(NC(=O)Nc3ccc(F)cc3)ccc2O[C@@H](C)CCCCO[C@@H]1CN(C)C(=O)c1ccccc1,1.7
C/C=C/c1cnc2c(c1)C(=O)N([C@@H](C)CO)C[C@H](C)[C@@H](CN(C)C(=O)NCCC)O2,-9.7
CCCCNC(=O)C(OC(=O)c1ccccc1)c1ccco1 (stereo not drawn),-3.4
C[C@H](CO)N1C[C@H](C)[C@@H](CN(C)CC2CCOCC2)Oc2cc(-c3cccnc3)ccc2S1(=O)=O,0.4
C[C@@H]1CN([C@H](C)CO)C(=O)c2cc(NC(=O)Nc3ccc(C(F)(F)F)cc3)ccc2O[C@@H](C)CCCCO[C@H]1CN(C)C,15.3
C[C@@H]1CCCCO[C@@H](CN(C)S(=O)(=O)c2ccccc2)[C@H](C)CN([C@@H](C)CO)C(=O)c2cc(NC(=O)Nc3ccc(F)cc3)ccc2O1,1.9
C[C@H](CO)N1C[C@H](C)[C@@H](CN(C)C(=O)Cc2ccccn2)Oc2cc(C#Cc3ccccc3)ccc2S1(=O)=O,0.8
COc1ccc(NC(=O)Nc2ccc3c(c2)CC(=O)N([C@H](C)CO)C[C@@H](C)[C@H](CN(C)S(=O)(=O)c2cccs2)O3)cc1,15.0

# Next section.
SMILES,NSD2 inh
COCC(=O)N(C)C[C@@H]1Oc2cc(C#CCC(C)C)ccc2S(=O)(=O)N([C@@H](C)CO)C[C@@H]1C,-3.1
COc1ccc(S(=O)(=O)Nc2ccc3c(c2)C(=O)N([C@@H](C)CO)C[C@H](C)[C@H](CN(C)Cc2ccc4c(c2)OCO4)OCCCC[C@@H](C)O3)cc1,-92.8
Cc1noc(C)c1S(=O)(=O)Nc1ccc2c(c1)C(=O)N([C@H](C)CO)C[C@@H](C)[C@H](CN(C)C(=O)Cc1ccccc1)OCCCC[C@@H](C)O2,-136.4
C[C@H](CO)N1C[C@H](C)[C@@H](CN(C)C(=O)CCCN(C)C)OCCCC[C@H](C)Oc2ccc(NC(=O)c3ccncc3)cc2C1=O,-0.2
Cc1noc(C)c1NC(=O)Nc1cccc2c1O[C@@H](CN(C)Cc1ccc(C(=O)Nc3ccccc3N)cc1)[C@H](C)CN([C@H](C)CO)C2=O,3.9
C[C@@H]1CN([C@H](C)CO)C(=O)c2c(c3ccccc3n2C)-c2ccccc2CO[C@H]1CN(C)C(=O)N[C@H](C)c1ccccc1,3.3
C[C@H]1CCCCO[C@@H](CN(C)Cc2ccc(C(=O)O)cc2)[C@@H](C)CN([C@@H](C)CO)C(=O)c2cc(NC(=O)C3CCCCC3)ccc2O1,0.7
COc1ccc(NC(=O)Nc2cccc3c2O[C@H](CN(C)S(=O)(=O)c2cn(C)cn2)[C@@H](C)CN([C@H](C)CO)C3=O)cc1,2.2
C[C@H]1CN([C@@H](C)CO)C(=O)c2cc(Br)cnc2O[C@H]1CN(C)C(=O)c1ccc(F)cc1,4.7
CC(=O)N(C)C[C@@H]1Oc2ncc(C#Cc3ccccc3F)cc2C(=O)N([C@H](C)CO)C[C@@H]1C,0.6
C[C@H](CO)N1C[C@H](C)[C@H](CN(C)S(=O)(=O)c2ccc(Cl)cc2)Oc2ccc(NS(=O)(=O)c3cn(C)cn3)cc2C1=O,0.7
C[C@H](CO)N1C[C@H](C)[C@H](CN(C)C(=O)NC2CCCCC2)Oc2ccc(NC(=O)CCCCCC(=O)Nc3ccccc3N)cc2CC1=O,-4.7
Cc1noc(C)c1NC(=O)N(C)C[C@H]1Oc2cc(C#CCN(C)C)ccc2S(=O)(=O)N([C@H](C)CO)C[C@@H]1C,10.1
CC1CC(NC(=S)NC2CC3C=CC2C3)CC(C)(C)C1 (stereo not drawn),-7.8
C[C@@H]1CN([C@H](C)CO)C(=O)c2cc(NC(=O)Nc3ccccc3)ccc2O[C@@H](C)CCCCO[C@@H]1CN(C)Cc1ccc(C(=O)O)cc1,7.4
C=CCNC(=O)c1cc([N+](=O)[O-])cc2c(=O)[nH]c(Nc3ccc(Cl)c(Cl)c3)nc12,27.7
COc1ccc(NC(=O)Nc2ccc3c(c2)CC(=O)N([C@@H](C)CO)C[C@@H](C)[C@H](CN(C)Cc2ccc(C(F)(F)F)cc2)O3)cc1,-11.3
COc1ccc(S(=O)(=O)Nc2ccc3c(c2)C(=O)N([C@H](C)CO)C[C@@H](C)[C@H](CN(C)Cc2ccc4c(c2)OCO4)O3)cc1,-1.3
COc1cc(O)c(C(=O)CCc2ccc(OC)c(OC)c2)c(OC)c1,5.5
C[C@H]1CN([C@@H](C)CO)C(=O)Cc2cc(NC(=O)Cc3ccccc3)ccc2O[C@@H]1CN(C)CC1CC1,9.1
COc1ccc(NC(=O)Nc2ccc3c(c2)C(=O)N([C@H](C)CO)C[C@H](C)[C@@H](CN(C)C(=O)Nc2ccccc2)OCCCC[C@H](C)O3)cc1,-0.1
Cc1ccc(S(=O)(=O)Nc2ccc3c(c2)C(=O)N([C@@H](C)CO)C[C@H](C)[C@@H](CN(C)C(=O)Nc2ccc(C(F)(F)F)cc2)OCCCC[C@@H](C)O3)cc1,-4.0
C[C@@H]1CN([C@@H](C)CO)C(=O)c2cc(NC(=O)Nc3cccc4ccccc34)ccc2O[C@@H]1CN(C)C(=O)Nc1ccc2c(c1)OCO2,-5.2
C[C@@H]1CN([C@@H](C)CO)C(=O)c2c(c3ccccc3n2C)-c2ccccc2CO[C@@H]1CN(C)S(=O)(=O)c1cccc(C#N)c1,-0.4
C[C@@H]1CN([C@@H](C)CO)C(=O)c2cccc(NS(=O)(=O)c3cccs3)c2O[C@@H]1CN(C)C(=O)Nc1ccc(C(F)(F)F)cc1,-5.6

# The list goes on.
SMILES,NSD2 inh
C[C@@H]1CN([C@@H](C)CO)C(=O)c2cc(NC(=O)Nc3ccc4c(c3)OCO4)ccc2O[C@@H]1CN(C)C(=O)Nc1ccc(C(F)(F)F)cc1,-6.1
Cc1noc(C)c1NC(=O)Nc1ccc2c(c1)C(=O)N([C@@H](C)CO)C[C@@H](C)[C@H](CN(C)C(=O)NC1CCCCC1)O2,5.8
Cc1noc(C)c1S(=O)(=O)Nc1cccc2c1O[C@H](CN(C)C(=O)Nc1cccc3ccccc13)[C@H](C)CN([C@@H](C)CO)C2=O,0.5
C[C@@H]1CCCCO[C@H](CN(C)S(=O)(=O)c2ccc(F)cc2)[C@@H](C)CN([C@H](C)CO)C(=O)c2cc(NC(=O)NC3CCCCC3)ccc2O1,-5.7
Cc1noc(C)c1NC(=O)Nc1cccc2c1O[C@H](CN(C)C(=O)Nc1cccc3ccccc13)[C@H](C)CN([C@H](C)CO)C2=O,0.4
CN(C)CC(=O)Nc1ccc2c(c1)[C@@H]1C[C@H](CC(=O)NCc3ccncc3)O[C@@H](CO)[C@@H]1O2,12.6
CC12N=C3SCC(=O)N3[C@H](c3ccccc3O1)[C@H]2CO,-2.5
COc1ccc(CN(C)C[C@H]2Oc3ccc(NC(=O)Cn4cnnn4)cc3C(=O)N([C@H](C)CO)C[C@H]2C)cc1,0.8
COCC#Cc1cnc2c(c1)C(=O)N([C@H](C)CO)C[C@@H](C)[C@H](CN(C)C(=O)C1CCCCC1)O2,-5.0
C[C@@H]1CN([C@@H](C)CO)C(=O)Cc2cc(NC(=O)NC3CCCCC3)ccc2O[C@@H]1CN(C)S(=O)(=O)c1ccc(F)cc1,-6.8
Cc1noc(C)c1S(=O)(=O)Nc1ccc2c(c1)C(=O)N([C@@H](C)CO)C[C@@H](C)[C@@H](CN(C)Cc1ccc(C(=O)Nc3ccccc3N)cc1)O2,-1.3
C[C@H]1CN([C@@H](C)CO)S(=O)(=O)c2ccc(C3=CCCCC3)cc2O[C@H]1CN(C)C(=O)CN(C)C,14.5
O=C(NC1CCCCNC1=O)c1cn(S(=O)(=O)c2ccccc2)c2ccccc12 (stereo not drawn),6.8
C[C@H]1CN([C@@H](C)CO)C(=O)c2cc(-c3ccc(C#N)cc3)cnc2O[C@H]1CN(C)C(=O)CC1CC1,-4.8
Cc1noc(C)c1NC(=O)Nc1ccc2c(c1)C(=O)N([C@@H](C)CO)C[C@@H](C)[C@H](CN(C)C(=O)Nc1ccc(C(F)(F)F)cc1)O2,-4.9
O=C(Nc1ccc(F)cc1)N[C@H]1C=C[C@@H](CC(=O)N2CCCCC2)O[C@H]1CO,5.1
C[C@@H]1CCCCO[C@@H](CN(C)C(=O)Nc2ccc(C(F)(F)F)cc2)[C@H](C)CN([C@H](C)CO)C(=O)c2cc(NS(=O)(=O)c3ccc(Cl)cc3)ccc2O1,2.1
C[C@@H]1CN([C@H](C)CO)C(=O)c2cc(NC(=O)Nc3ccc4c(c3)OCO4)ccc2O[C@@H]1CN(C)Cc1ccc(Oc2ccccc2)cc1,-2.5
COc1ccc(S(=O)(=O)Nc2ccc3c(c2)C(=O)N([C@@H](C)CO)C[C@H](C)[C@H](CN(C)Cc2ccc(C(F)(F)F)cc2)O3)cc1,-7.3
C[C@H](CO)N1C[C@H](C)[C@H](CN(C)Cc2ccc(C(=O)O)cc2)Oc2cc(/C=C/c3ccccc3)ccc2S1(=O)=O,5.8
C[C@@H]1CCCCO[C@H](CN(C)Cc2ccc(C(=O)O)cc2)[C@@H](C)CN([C@H](C)CO)C(=O)c2cc(NC(=O)C3CCCCC3)ccc2O1,1.5
CCCNC(=O)N[C@@H]1C=C[C@@H](CC(=O)NCCc2ccccc2)O[C@H]1CO,3.5
CC(C)NC(=O)Nc1ccc2c(c1)C(=O)N([C@H](C)CO)C[C@H](C)[C@@H](CN(C)Cc1ccc(C(=O)O)cc1)OCCCC[C@@H](C)O2,26.8
C[C@H](CO)N1C[C@H](C)[C@H](CN(C)C(=O)Nc2ccc3c(c2)OCO3)Oc2ncc(-c3cncnc3)cc2C1=O,7.1
C[C@@H]1CCCCO[C@@H](CN(C)S(=O)(=O)c2cccs2)[C@@H](C)CN([C@H](C)CO)C(=O)c2cc(NC(=O)Cc3ccccc3)ccc2O1,0.1
O=C(C[C@H]1C[C@@H]2c3cc(NC(=O)NC4CCCC4)ccc3O[C@@H]2[C@@H](CO)O1)NCc1ccccc1F,0.3
O=C(Nc1ccc2c(c1)[C@@H]1C[C@@H](CC(=O)N3CCOCC3)O[C@@H](CO)[C@@H]1O2)Nc1ccccc1F,8.8
C[C@H](CO)N1C[C@H](C)[C@H](CN(C)Cc2ccc3c(c2)OCO3)Oc2ccc(NS(C)(=O)=O)cc2CC1=O,1.0

# Of the compounds above, 7 contain a COOH group:
SMILES,NSD2 inh
O=C(O)c1cc(O)c2c(c1)C(=O)c1cccc(O)c1C2=O,-1.0
C/C(=C\CC(C)(C)CCC(=O)c1ccoc1)C(=O)O,1.0
C[C@H]1CCCCO[C@@H](CN(C)Cc2ccc(C(=O)O)cc2)[C@@H](C)CN([C@@H](C)CO)C(=O)c2cc(NC(=O)C3CCCCC3)ccc2O1,0.7
C[C@@H]1CN([C@H](C)CO)C(=O)c2cc(NC(=O)Nc3ccccc3)ccc2O[C@@H](C)CCCCO[C@@H]1CN(C)Cc1ccc(C(=O)O)cc1,7.4
C[C@H](CO)N1C[C@H](C)[C@H](CN(C)Cc2ccc(C(=O)O)cc2)Oc2cc(/C=C/c3ccccc3)ccc2S1(=O)=O,5.8
C[C@@H]1CCCCO[C@H](CN(C)Cc2ccc(C(=O)O)cc2)[C@@H](C)CN([C@H](C)CO)C(=O)c2cc(NC(=O)C3CCCCC3)ccc2O1,1.5
CC(C)NC(=O)Nc1ccc2c(c1)C(=O)N([C@H](C)CO)C[C@H](C)[C@@H](CN(C)Cc1ccc(C(=O)O)cc1)OCCCC[C@@H](C)O2,26.8
